Mdm2 ligase inh = Mdm2 E3 ligase (human) inhibition; Q00987; signal enhancement, % at 5 µM; 210,000 compounds, 0.11% hits; cell-based MDM2 ubiquitination luciferase reporter, 2 h; 0 = plate control, 100 = twice control, blank-subtracted;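 active = signal enhancement of 30% or more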;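 note: luminescence tracks abundance of the self-degrading MDM2-luciferase fusion protein; higher signal means inhibition of MDM2 E3 ligase activity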
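Buffer or medium: Cells held in DMEM | Assay system: Stable mammalian line carrying autodegrading MDM2–luciferase fusion reporter | Quantity: 2000 cells/well | Times: 4 h settle plus 2 h compound, 37 °C | Doses: One concentration, 5 µM, with 0.2% DMSO | Technique: Luminescence with SteadyLite reagent, 15 min at room temperature | Benchmarks: Plate controls and plate blanks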
Runt-SMMHC FRET = Runt domain-CBFb-SMMHC interaction inhibition. Q01196+Q13951. Cerulean-Runt/Venus-CBFb-SMMHC FRET ratio 530/480, 1 h. inhibition, % at 20 µM. 220,000 compounds, 0.74% hits;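 active = mean inhibition across duplicate retests at 20 µM reaching about 50%, limit read from the data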;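 note: 0% = DMSO wells and 100% = wells with excess untagged CBFb-SMMHC; inhibitors lower the FRET ratio by blocking Runt binding to CBFb-SMMHC; some results filed as inactive read as strong as hits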
Target sequence (Q01196 whole entry, looked up, the tested form may be a part): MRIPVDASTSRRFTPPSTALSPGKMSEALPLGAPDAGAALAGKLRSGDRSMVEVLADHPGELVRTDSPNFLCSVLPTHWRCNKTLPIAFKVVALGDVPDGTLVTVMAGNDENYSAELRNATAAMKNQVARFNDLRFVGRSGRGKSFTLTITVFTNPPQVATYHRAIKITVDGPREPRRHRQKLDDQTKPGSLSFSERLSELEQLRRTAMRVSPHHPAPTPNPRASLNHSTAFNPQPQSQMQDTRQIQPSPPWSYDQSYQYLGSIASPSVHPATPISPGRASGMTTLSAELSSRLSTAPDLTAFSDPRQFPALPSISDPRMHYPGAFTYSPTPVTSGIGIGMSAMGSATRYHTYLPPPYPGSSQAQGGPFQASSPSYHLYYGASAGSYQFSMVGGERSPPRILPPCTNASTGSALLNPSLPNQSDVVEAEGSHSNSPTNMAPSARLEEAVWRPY
Target sequence (Q13951 whole entry, looked up, the tested form may be a part): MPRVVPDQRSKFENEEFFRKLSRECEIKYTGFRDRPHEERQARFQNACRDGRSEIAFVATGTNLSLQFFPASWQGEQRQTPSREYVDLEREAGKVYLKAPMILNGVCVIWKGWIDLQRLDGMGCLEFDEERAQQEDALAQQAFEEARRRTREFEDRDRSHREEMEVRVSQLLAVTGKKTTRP
p47phox inh = inhibitors of human p47phox binding; P14598; p47phox/p22phox peptide binding, fluorescence polarization, 2 h; inhibition, % at 24.7 µM; 220,000 compounds, 0.53% hits; AID 1274;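 active = inhibition above about 30%, limit read from the data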;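 note: 0% = p47phox with labelled peptide and 100% = labelled peptide alone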
TRPML3 ag = agonists of human TRPML3 channel; AID 1448; activation, % at 3 µM; 220,000 compounds, 0.29% hits; Q8TDD5; HEK293 TRPML3-YFP, Fluo-8 calcium fluorescence; 100% = the carbachol control signal;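 active = activation above its plate's cutoff, the mean activation of the plate's test wells plus 3 SD, cut at about 12% in these data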;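 note: 0% = DMSO only wells and 100% = carbachol wells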
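Test system – HEK293 line with stable expression of human TRPML3-YFP channel · Control set – carbachol 87 µM final as high control (100%), DMSO as low control (0%) · Signal – Fluo-8 calcium dye fluorescence, ex 470-495, em 515-575 nm · Incubation – 1-h 37 °C dye load, 5-s basal, 120-s post-compound reads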
TNF necrop inh = inhibitors of TNF-alpha induced necroptosis in Jurkat FADD-/- cells; Jurkat FADD-/- TNF necroptosis rescue, ATP luminescence, 24 h; 0 = TNF only, 100 = no-TNF cells; activation (protection from cell death), % at 10 µM; 220,000 compounds, 0.068% hits; AID 463075;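 active = activation, meaning protection from cell death, of at least 50% relative to plate controls; inactive = activation below 50%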;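 note: necroptosis triggered by 40 ng/mL TNF-alpha added together with compound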
TRPN1 ag = zebrafish TRPN1 (NompC) channel agonism | HEK293 zebrafish TRPN1-YFP, Fluo-8 calcium fluorescence; 100% = response to 87 µM carbachol | activation, % at 3 µM | 220,000 compounds, 0.18% hits | AID 1424;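 active = activation above its plate's cutoff, the mean activation of test wells on that plate plus 3 SD, cut at about 19% in these data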;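 note: 0% = DMSO alone and 100% = 87 µM carbachol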
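Material: zebrafish TRPN1-YFP in HEK293 cells. Doses: one dose of 3 µM, 0.3% DMSO. Incubation: dye 1 h 37 °C plus 30 min RT. Measured by: intracellular calcium fluorescence with Fluo-8.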
EBV gp42 block = EBV gp42 inhibition; 220,000 compounds, 0.42% hits; Fluorescence polarization binding assay, mP read-out; inhibition, % (tested at 21.74 µM); in the data active = inhibition above about 50%
Target sequence (Q1HVG2 whole entry, looked up): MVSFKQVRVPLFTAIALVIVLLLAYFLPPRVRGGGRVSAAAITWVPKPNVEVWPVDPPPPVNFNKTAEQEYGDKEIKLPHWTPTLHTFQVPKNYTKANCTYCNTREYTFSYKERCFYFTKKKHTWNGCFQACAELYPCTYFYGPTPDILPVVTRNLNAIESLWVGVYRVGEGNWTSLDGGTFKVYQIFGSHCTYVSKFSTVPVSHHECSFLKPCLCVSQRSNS
CHOP inh = blocks CHOP induction under ER stress; 220,000 compounds, 3.8% hits; inhibition, % at 10 µM; CHO-K1 CHOP-promoter luciferase, tunicamycin-induced, 15-18 h; AID 2732;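 active = compounds that reduced the stress-induced luciferase reporter signal by more than about 70% of percent inhibition, limit read from the data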;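 note: 0% = tunicamycin plus vehicle and 100% = wells without tunicamycin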
PPC-1+TRAIL kill = compounds killing PPC-1 cancer cells with TRAIL present (potentiator screen, no TRAIL-free arm). cell killing (% activity), % at 4 µM. PPC-1 cells + TRAIL, ATPLite viability luminescence. 220,000 compounds, 0.41% hits;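 active = cell killing above 50% in the first pass at 4 µM, then a duplicate retest at 5 µM averaging 50% or more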;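 note: plate controls were cells with TRAIL plus DMSO for no effect and medium-only wells lacking cells for full effect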
* marks the source's active call; other numbers are inactive results; . = no result given; [ ] = remark or other dose.

Each structure is followed by: Mdm2 ligase inh	Runt-SMMHC FRET	p47phox inh	TRPML3 ag	TNF necrop inh	TRPN1 ag	EBV gp42 block	CHOP inh	PPC-1+TRAIL kill
COc1cc(C(=O)NCCc2ccc(S(=O)(=O)N3CCCC3)cc2)cc(OC)c1OC
 : -2.6	0.4	-6.0	0.7	1.4	-0.4	-18.8	-6.7	5.2[5 µM]
CCN(CC)S(=O)(=O)c1cccc(C(=O)OCC(=O)NC(C)c2ccccc2)c1 (centres undefined)
 : -17.1	-0.4	6.4	1.3	0.5	0.6	-0.2	5.5	4.7
CCCCn1c(CNC(=O)CCC)nc2ccccc21
 : -19.8	1.3	-13.2	0.1	1.1	-0.6	-1.7	56.8	12.9
CC1Cc2ccccc2N1C(=O)Cn1c(=O)cc(O)c2ccccc21 (centres undefined)
 : -10.2	-3.7	-7.4	1.1	-1.0	1.1	-7.9	13.3	-9.0
COc1ccc(NC(=O)C2CCCN(c3c4c(nc5ncnn35)CCC4)C2)cc1 (centres undefined)
 : -9.0	-5.7	-0.1	0.1	-3.1	0.0	-11.4	2.2	8.7
CCn1c(CNc2ccc(F)cc2)nnc1SCC(=O)OC1CCCCC1
 : -19.3	1.7	2.0	0.4	1.3	2.9	-22.7	26.2	8.7
CCN(CC)C(=O)CS(=O)(=O)CC(=O)Nc1cc(OCCOC)c(Cl)cc1Cl
 : -5.3	-0.1	5.0	0.6	-0.4	1.2	-2.8	13.0	14.3
CCOC(=O)c1c(=O)n(O)c2ccc(OC)cc2[n+]1[O-]
 : -2.3	-155.5	20.3	1.1	-1.1	1.2	69.3*	-7.8	2.2
COc1cc(/C=C2\CCOC2=O)cc(OC)c1OC
 : 3.6	0.4	-11.2	-0.2	-1.2	0.0	-8.8	-7.0	10.1
CC(C)(C)N/N=C/c1cc(Cl)cc([N+](=O)[O-])c1O
 : -3.9	-2.3	-5.2	0.9	-0.1	0.6	-14.3	27.4	28.3
Cc1cccc(NC(=O)CCCCCN2C(=O)c3ccccc3C2=O)n1
 : -6.2	4.0	1.8	0.3	0.2	0.6	4.4	36.2	9.4
S=C(Nc1cccc(Cl)c1)NC1CCCCC1
 : -15.1	-4.3	-5.5	6.4	-6.4	4.1	8.0	43.6	11.9
COC(=O)C(C)n1nc(C)n(-c2ccc(C)cc2)c1=O (centres undefined)
 : -1.3	-0.3	-0.2	0.7	-3.1	0.8	-6.8	10.1	-1.2
COc1cccc(N(C(=O)CNC(=O)c2ccco2)C(C(=O)NC2CCCCC2)c2ccncc2)c1 (centres undefined)
 : -0.3	3.3	-4.8	0.7	-1.4	1.2	-8.5	-7.4	8.6
CC(C)Cn1c(SCC#N)nc2ccccc2c1=O
 : -6.8	0.9	-9.4	0.3	-0.7	-1.4	-13.9	14.4	-12.4
Cc1nc(NC(=O)c2ccco2)sc1C(=O)Nc1ccc(Br)cc1
 : -1.3	1.2	-16.7	0.5	1.3	3.7	11.1	6.8	0.3
Cc1cc(C(=O)CCl)c(C)n1CCc1ccccc1
 : -5.4	-4.4	-3.6	0.5	-13.7	-1.1	6.9	33.4	25.4
CCOc1cccc(C(=O)Nc2ccc(N(CC)CC)cc2)c1
 : 0.7	13.2	-15.0	0.3	-5.2	0.3	-20.2	20.6	20.9
Nc1ccc(Cl)c(-c2nc3ncccc3o2)c1
 : -10.8	3.9	-10.9	0.2	-0.7	0.4	-25.5	-4.2	10.4
COc1ccc(OC)c(CNc2ccc(F)c(Cl)c2)c1
 : .	1.5	-21.8	0.6	-2.0	-0.8	-5.9	47.0	-4.0
O=C(O)c1ccccc1NCc1ccco1
 : -20.9	2.6	-8.2	0.5	1.0	1.2	-11.8	-1.5	3.4
Oc1ccc(-c2nnc(-c3ccc(O)cc3)nn2)cc1
 : -53.0	2.1	4.2	0.3	-0.4	0.2	-5.2	-16.2	53.1*[5 µM]
Cc1ccc(S(=O)(=O)Nc2ccccc2F)cc1C(=O)NCCCN1CCCC1=O
 : -12.3	3.4	-14.7	-0.1	-1.1	0.0	-8.3	25.6	8.0
CCC(C)(C)NC(=O)C(c1ccccc1F)N(C(=O)c1ccn[nH]1)c1ccccc1 (centres undefined)
 : 4.0	-9.1	-11.3	-0.4	-2.1	0.7	-20.9	-10.3	10.2
COc1ccc(Nc2nc3nonc3nc2N2CCCCC2)cc1
 : -6.2	-3.0	-3.8	-0.3	-0.8	0.0	3.7	10.4	0.9
O=C1C2CC=CCC2C(=O)N1c1ccc(NCCc2ccccc2F)c([N+](=O)[O-])c1 (centres undefined)
 : -4.8	-6.4	6.9	0.1	1.4	0.1	-11.7	12.6	-1.5
CCN(CC)c1ncnnc1-c1ccccc1
 : 4.7	-1.1	3.4	0.2	0.9	0.3	-5.2	5.5	13.9
CCOC(=O)c1ccc(CS(=O)c2ccc(Cl)cc2)o1 (centres undefined)
 : -8.6	-1.2	1.4	-0.5	0.0	0.5	-6.4	9.8	.
Cc1cccc(N(CC(=O)Nc2cccnc2)S(C)(=O)=O)c1
 : .	-3.3	-17.1	0.6	5.6	0.5	-10.9	1.0	-9.1
COc1ccccc1C(OC(=O)c1cccs1)C(=O)NCC1CCCO1 (centres undefined)
 : 8.5	-1.4	-5.4	-0.6	-2.8	0.3	-4.4	13.0	-0.5

(continued)
SMILES	Mdm2 ligase inh	Runt-SMMHC FRET	p47phox inh	TRPML3 ag	TNF necrop inh	TRPN1 ag	EBV gp42 block	CHOP inh	PPC-1+TRAIL kill
CCCNC(=O)c1c[nH]c2ccc(S(=O)(=O)N(C)c3ccc(OCC)cc3)cc2c1=O	-7.4	-9.9	0.0	0.7	-4.1	2.9	-9.3	-16.3	-3.9
CCOc1ccc2nc(Cl)c(C3CC(c4ccccc4)=NN3C(=O)c3ccco3)cc2c1 (centres undefined)	0.9	1.2	18.5	0.6	1.4	-0.2	-30.8	95.8*	23.0
CCOC(=O)c1c(C)[nH]c(C(=O)COC(=O)C2CC(=O)N(Cc3ccccc3)C2)c1C (centres undefined)	-7.6	1.0	-9.7	1.0	0.3	1.2	-9.1	101.4*	11.1
CCOc1cc(CNCCc2ccc(S(N)(=O)=O)cc2)ccc1OCC(=O)NC1CCCCC1	-3.1	-1.6	-8.3	0.4	-4.6	0.3	-16.9	26.4	1.7
OC(COCc1ccc(Cl)cc1)CN1CCN(CC(O)COCc2ccc(Cl)cc2)CC1 (centres undefined)	-13.0	-7.6	-1.1	1.4	-8.3	10.1	0.4	88.1*	8.2
COc1ccc(/C(C)=N/NC(=O)C2CC2)cc1	0.1	-3.1	3.0	0.4	-0.2	-0.3	-1.8	-15.7	-5.0
COc1ccc(CCn2cnc3c([nH]c4ccccc43)c2=O)cc1	-16.6	-1.5	-9.6	0.3	2.4	-1.7	-9.8	-8.2	-15.7
O=C(CC1SCCNC1=O)Nc1cc(Cl)cc(Cl)c1 (centres undefined)	-12.7	1.2	-20.8	2.0	-1.4	-0.1	-20.7	31.4	4.3
O=C1CC2(CON=C2c2ccc(F)cc2)C(=O)N1c1ccc(F)cc1 (centres undefined)	0.9	3.1	-14.9	1.3	-0.7	1.6	-7.3	-10.4	34.8
CCOC(=O)c1cnc(SC)nc1Sc1ccccc1Cl	-6.1	-2.1	3.0	0.0	-0.4	-1.4	0.9	50.5	11.5
CCC(C)[C@H](NC(=O)NCc1ccc(OC)c(OC)c1)C(=O)O (some centres undefined)	0.0	-0.6	-18.4	0.8	1.2	0.1	-17.6	4.4	-23.5
O=C(COC(=O)/C=C/c1ccc([N+](=O)[O-])cc1)NCc1ccccc1	-8.1	-4.2	-9.0	0.3	2.1	-0.2	-2.2	-0.4	14.7
CCOC(=O)/C=C/C(=O)OCC(=O)Nc1ccc(Cl)cn1	-18.6	-3.2	-3.7	0.3	1.1	-0.1	-23.9	-19.5	7.2
N#Cc1c(CSCC(=O)O)cc(=O)n2c1[nH]c1ccccc12	-4.7	5.5	-30.9	1.7	1.7	2.3	-6.5	14.6	20.0
COc1ccc(N2C(=O)CCC(C(=O)Nc3ccccn3)C2c2ccc(OC)c(OC)c2)cc1 (centres undefined)	10.5	-2.7	-13.5	-0.3	0.0	0.8	-7.8	11.5	-3.8

Pulled by structure from above (four):
SMILES	Mdm2 ligase inh	Runt-SMMHC FRET	p47phox inh	TRPML3 ag	TNF necrop inh	TRPN1 ag	EBV gp42 block	CHOP inh	PPC-1+TRAIL kill
CCOC(=O)c1c(=O)n(O)c2ccc(OC)cc2[n+]1[O-]	-2.3	-155.5	20.3	1.1	-1.1	1.2	69.3*	-7.8	2.2
CCOC(=O)c1ccc(CS(=O)c2ccc(Cl)cc2)o1 (centres undefined)	-8.6	-1.2	1.4	-0.5	0.0	0.5	-6.4	9.8	.
COC(=O)C(C)n1nc(C)n(-c2ccc(C)cc2)c1=O (centres undefined)	-1.3	-0.3	-0.2	0.7	-3.1	0.8	-6.8	10.1	-1.2
COc1ccc(OC)c(CNc2ccc(F)c(Cl)c2)c1	.	1.5	-21.8	0.6	-2.0	-0.8	-5.9	47.0	-4.0

(listing goes on)
SMILES	Mdm2 ligase inh	Runt-SMMHC FRET	p47phox inh	TRPML3 ag	TNF necrop inh	TRPN1 ag	EBV gp42 block	CHOP inh	PPC-1+TRAIL kill
CCn1c2c(c3ccc(OC)cc31)CCCC2=O	-3.2	-3.2	4.6	0.3	0.0	-1.2	4.2	-12.8	6.6
Cc1ccc(COc2ccc(/C=N/NC(=O)c3ccc(CN4CCOCC4)cc3)cc2)cc1	-10.6	-8.7	-18.3	1.5	3.1	3.7	-16.0	58.1	3.3
Nc1nc(SCc2ccc3c(c2)OCCO3)n[nH]1	-9.5	0.6	-15.4	0.4	-1.9	-0.6	-3.9	-29.6	30.4
CC(C)NC(=S)N=Nc1c(O)[nH]c2ccc(C(C)C)cc12	-19.2	-3.6	-2.5	-0.8	-0.5	-1.9	4.9	34.4	2.5
COCCOC(=O)C1=C(C)NC(=O)NC1c1ccc(-c2cc(Cl)ccc2Cl)o1 (centres undefined)	-87.6	15.5	-63.1	-0.2	2.4	-0.2	-50.8	-8.6	9.7
CC(NC(=O)/C=C/c1ccco1)c1nc2ccccc2n1Cc1ccccc1F (centres undefined)	-3.2	7.7	-10.8	0.8	1.0	-0.3	-1.8	-9.5	7.6

Bioassay records (PubChem)
